# NCI-60 one-dose screen, 48 h, at 10 µM unless noted. Numbers give growth in % (100 = growth as untreated, 0 = no growth, -100 = all killed).
# HCT-15: HCT-15 colon cancer. 5.2% of 82,000 active. AID 1794746
# COLO 205: COLO 205 colon cancer | AID 1794742 | 7.3% of 79,000 active
# NCI/ADR-RES: NCI/ADR-RES ovarian cells | 4.4% of 81,000 active | AID 1794790
# NCI-H460: NCI-H460 lung cancer; 6.8% of 82,000 active
# NCI-H322M: NCI-H322M lung cancer; 2.7% of 80,000 active
# NCI-H226: NCI-H226 lung cancer. 3.5% of 79,000 active. AID 1794732
# NCI-H23: NCI-H23 lung cancer; 4% of 80,000 active
# NCI-H522: NCI-H522 lung cancer; 8% of 78,000 active
# HCT-116: HCT-116 colon cancer; 7.3% of 82,000 active
# Active calls of the source: *; . = not tested or not shown; & = joins results of further samples. How the source made its calls: active means growth percent below 10; inactive means the rest.
SMILES,HCT-15,COLO 205,NCI/ADR-RES,NCI-H460,NCI-H322M,NCI-H226,NCI-H23,NCI-H522,HCT-116
CC(CN1CCN(CC(C)C(=O)c2ccccc2)CC1)C(=O)c1ccccc1 (stereo not given),94,101,97,124,119,109,102,94,98
c1ccc2c(c1)nc(-n1cccc1)c1nc3ccccc3n12,93,.,89,64,84,81,95,82,75
O=C1SCCN1/N=C/c1ccc([N+](=O)[O-])o1,105,96,103,98,110,.,100,83,92
CCOC(=O)CSc1nc2nc(Cl)c(Cl)nc2[nH]1,99,115,111,107,110,.,106,87,104
C=C1CCC2C3(C)COC(C)(C)OC3CCC2(C)C1CC(NCc1ccccc1)C1=CCOC1=O (stereo not given),105,117,98,104,102,91,95,101,100
N#Cc1c(-c2ccc(C(F)(F)F)cc2)c(F)c(NCCC2CCC(O)C2)n2c1nc1ccccc12 (stereo not given),50,41,38,42,59,69,72,66,31
N#Cc1nc(-c2cccs2)oc1NC1CCS(=O)(=O)C1 (stereo not given),97,112,105,108,98,103,102,91,110
CCN1C(=O)N[C@H]2[C@@H]3NC(=O)c4ccc(Cl)n4[C@@H]3C[C@]21O,13,-30*,76,2.1*,12,5.4*,6.1*,-27*,0.7*
CCCCN1C(=O)CCC1=O,98,119,99,109,98,102,104,88,101
N#CCC(=O)NNC(=S)NC(=O)c1ccc(-n2c(=O)[nH]c3ccccc3c2=O)cc1,96,104,98,109,103,88,103,107,102
O=C(c1ccccc1)c1ccc(F)cc1,100,119,107,114,93,110,111,99,106
Cc1ccc2c(c1)n([O-])c1cc(Cl)ccc1[n+]2=O,119,108,104,114,115,104,97,89,84
CC(C)(C)OC(=O)n1cc(-c2nc(-c3c[nH]c4ncccc34)cs2)c2cc(Cl)ccc21,103,101,96,106,105,100,98,132,94
C#CCOC(=O)/C=C/c1cn(-c2ccccc2)nc1-c1ccc(Br)cc1,104,113,104,100,96,94,100,78,84
CNC(=O)c1cc(Oc2ccc3nc(NC(=O)c4ccc(Cl)c(C(F)(F)F)c4)sc3c2)ccn1,85,80,65,56,87,93,69,57,62
c1ccc(-c2ccc(-c3nnc(-c4ccccc4)o3)cc2)cc1,105,127,109,110,115,92,106,95,97
CCCCn1c(=O)c(/C=C/C(=O)/C=C/c2ccc3c(c2)OCO3)cc2cc(C)ccc21,90,97,93,98,105,102,88,90,83
COC(=O)CC1OCC=C2CN3CCC45C6=CC(=O)C(=O)C([N+](=O)[O-])=C6NC4C1C2CC35 (stereo not given),103,103,106,107,117,104,99,89,109
N=C(N)c1ccc(-c2ccc(-c3ccccc3)o2)cc1,-62*,-88*,-5.2*,-73*,-38*,-26*,3.7*,-83*,-100*
O=C(O)c1cc2cc(Br)ccc2c(Br)c1O,102,96,92,108,100,97,97,86,92
CCN(CC)c1ccc(/C=C/c2ccnc3ccccc23)cc1,48,87,90,83,96,60,88,51,70
N#CC1=C(N)N2C(=S)N(c3ccccc3)C(=O)C2C1c1ccc(Cl)cc1 (stereo not given),118,118,109,106,107,77,98,101,101
Cn1cc(/C=C2\C(=O)N(CCCn3c4ccccc4c(=O)c4ccccc43)c3ccccc32)c2ccccc21,98,100,90,95,96,83,87,87,91
Cc1ccc(NC(=O)CCCCN2CCN(C)CC2)cc1Nc1nccc(-c2cccnc2)n1,111,123,102,102,94,101,100,87,102
N#Cc1c(Cl)nc(SCc2ccc(F)cc2)nc1-c1ccc(Cl)cc1,102,117,105,106,98,106,104,96,106
Oc1ccc(Cl)c(Nc2nc(SCCN3CCOCC3)nc3c2cnn3CC(Cl)c2ccc(Br)cc2)c1 (stereo not given),8.4*,106,14,10,93,38,32,22,14
N=C(N)c1ccc(-c2ccc(-c3cc(F)cc(F)c3)o2)nc1,77,63,95,99,96,87,88,99,64
COc1ccc2[nH]c(=O)c3c4ccccc4cn3c2c1,9.2*,0.3*,25,2.5*,12,37,39,3.6*,-29*
Cc1ccc(C(=O)O)c(N)c1C,100,117,106,108,96,99,94,87,92
Cc1cc(=O)[nH]c2nc3ccccc3n12,109,111,109,113,102,87,104,94,101

# Random excerpt: 5 entries already listed.
SMILES,HCT-15,COLO 205,NCI/ADR-RES,NCI-H460,NCI-H322M,NCI-H226,NCI-H23,NCI-H522,HCT-116
Cn1cc(/C=C2\C(=O)N(CCCn3c4ccccc4c(=O)c4ccccc43)c3ccccc32)c2ccccc21,98,100,90,95,96,83,87,87,91
COc1ccc2[nH]c(=O)c3c4ccccc4cn3c2c1,9.2*,0.3*,25,2.5*,12,37,39,3.6*,-29*
CCN(CC)c1ccc(/C=C/c2ccnc3ccccc23)cc1,48,87,90,83,96,60,88,51,70
N#CC1=C(N)N2C(=S)N(c3ccccc3)C(=O)C2C1c1ccc(Cl)cc1 (stereo not given),118,118,109,106,107,77,98,101,101
N=C(N)c1ccc(-c2ccc(-c3cc(F)cc(F)c3)o2)nc1,77,63,95,99,96,87,88,99,64

# The list goes on.
SMILES,HCT-15,COLO 205,NCI/ADR-RES,NCI-H460,NCI-H322M,NCI-H226,NCI-H23,NCI-H522,HCT-116
c1ccc2c(c1)CCN(NCCN1CCCC1)C2,105,92,96,107,98,89,87,91,86
CC(C)(C)C(=O)/C=C/c1ccc(Br)cc1,96,113,103,101,102,102,110,101,84
CN1Cc2c(c3ccccc3[nH]c2=O)C1=O,114,.,104,111,100,.,105,93,102
O=C(Nc1cccc(Cl)c1)Nc1nc2ccc([N+](=O)[O-])cc2o1,14,-5.2*,10,7.5*,17,29,13,-0.7*,5.2*
OCC(O)C(O)C(O)C(O)/C=N/O (stereo not given),105,112,103,100,103,.,101,95,91
Cc1nc(NC(=O)Nc2ccccc2)sc1C(=O)NN,91,114,125,103,78,97,112,38,109
CC(=O)[C@@H]1CCC=C2CC[C@]3(C)[C@@H](CC[C@@H]4[C@@]5(C)CCCNC(C)(C)[C@@H]5CC[C@]43C)[C@H]21,-89*,-81*,-52*,-35*,-42*,23,-59*,-74*,-96*
Cc1nc(-c2ccc(N)cc2)ccc1C(=O)N=Nc1c(O)[nH]c2ccc(F)cc12,44,119,49,108,106,64,82,90,92
Cc1c(CC(=S)N2CCOCC2)nnn1-c1ccc(F)cc1,104,111,103,107,105,109,106,92,103
O=[N+]([O-])c1cccc(C[P+](c2ccccc2)(c2ccccc2)c2ccccc2)c1,96,88,104,107,91,98,96,58,73
Cc1ccc(S(=O)(=O)n2cc(-c3csc(-c4c[nH]c5ncccc45)n3)c3ccccc32)cc1,95,104,98,99,101,90,84,85,84
O=C(O)c1cccc(N2C(=O)C=CC2=O)c1,98,107,107,109,98,102,100,92,116
Cc1ccc(O)c(C(C)(C)c2ccccc2)c1,104&87,127&119,102&98,112&110,123&122,111&112,95&103,100,110&92
CC(C)N1CCSc2ssc(=S)c21,92,114,92,110,110,90,86,79,84
CC/C(=C(\c1ccc(OCCN2CCCCCC2)cc1)c1ccc(OC(=O)Cc2ccccc2)cc1)c1ccc(OC)cc1,70,96,95,93,94,115,83,94,71
Cc1cc(Cl)nc(Cl)c1C#N,108,116,105,106,112,103,100,129,103
C=CCN1C(=O)C2CCCCC2C1=O (stereo not given),107,121,117,115,100,114,103,115,108
COc1ccc2c(c1)OC13Oc4cc(OC)ccc4C=C1CCCC3=C2,13,-10.0*,22,14,81,64,48,20,20
CCC(=O)OC1CCC(C(C)CC)CC1 (stereo not given),105,106,103,106,99,104,101,97,105
COc1ccc(NC(=O)C(C)Sc2nc3ccccc3c(=O)n2CCc2ccc(S(N)(=O)=O)cc2)cc1 (stereo not given),93,126,99,105,88,97,90,87,93
Cc1cc2nc3c(=O)[nH]c(=O)nc-3n(CC=O)c2cc1C,106,128,111,106,110,91,108,107,106
O=S(=O)(O)C1CC(S(=O)(=O)O)NC(S(=O)(=O)O)C1 (stereo not given),98,104,108,105,90,103,105,107,110
CC[N+]1(CC(=O)c2ccccc2)CCCCC1,106,103,102,102,103,99,101,101,93
COC1OCC2OC(C)(C)OC2C1OC(=S)SC (stereo not given),106,108,103,107,107,100,98,96,104
CNC(C)[C@H]1CCC2C3CCC4C[C@@H](N(C)C(=O)c5ccccc5)CC[C@]4(C)C3CC[C@@]21C (stereo not given in full),-42*,-79*,42,-7.4*,13,80,41,70,-1.5*
CCn1cc(CNc2ccc(C(=O)Nc3cc4cc(OC)c(OC)cc4c(C)n3)cc2)c(C)n1,23,29,13,58,85,20,9.6*,-10*,25
CN1CCN(c2ccc(-c3c(C#N)c(-c4ccccc4)nc4c3c(-c3ccccc3)nn4-c3ccccc3)cc2)CC1,99,106,99,101,98,91,97,90,96
CC1(C)CC[C@]2(C(=O)O)CC[C@]3(C)C(=CCC4[C@@]5(C)C[C@@H](O)[C@@H]6OC(c7ccccc7F)OC[C@@]6(C)C5CC[C@]43C)C2C1 (stereo not given in full),5.3*,-44*,6.2*,3.4*,13,28,.,5.4*,-1.0*
Cc1cccc(C(=O)C(O)(c2ccccc2)C2CCCCC2=O)c1 (stereo not given),61,91,98,79,96,89,93,78,82
COc1cc(/C=C2\C(=O)N(CCCCCCn3c4ccccc4c(=O)c4ccccc43)c3ccccc32)cc(OC)c1O,63,100,74,83,89,81,78,50,79
COc1ccc(C(=O)/C=C/c2ccccc2Br)cc1S(N)(=O)=O,-91*,-73*,16,1.5*,21,21,-21*,-67*,-97*
Clc1ccc(P(c2ccc(Cl)cc2)c2ccc(Cl)cc2)cc1,90,104,96,106,109,95,88,89,86
CS/C(Nc1ccccc1)=C(\C#N)S(=O)(=O)c1ccccc1,96,130,100,112,100,114,113,99,94
COc1cc(CNS(=O)(=O)c2ccc(C)cc2)ccc1OCc1cn(-c2ccc(F)cc2)nn1,93,88,86,103,102,71,80,76,84
CCOC(=O)C(C#N)C1C=Cc2ccccc2N1C(=O)c1ccccc1 (stereo not given),97&101,112&106,107&103,96&101,112&91,87&92,91&90,93&99,101&90
Nc1nc(C(=O)NNC(=O)Nc2ccccc2)nn1-c1ccc(S(N)(=O)=O)cc1,103,106,101,86,88,92,91,94,97
CC(C)C(=O)OCCCOCCCOc1ccccc1,103,106,107,104,109,101,98,94,102
N#Cc1c(-c2ccc(Cl)cc2)cc(-c2ccccc2)[nH]c1=O,73,113,93,87,85,92,92,79,92
O=C(Nc1ccc(-n2cc(-c3ccncc3)c(-c3ccc(O)c(Cl)c3)n2)cc1)Nc1cc(C(F)(F)F)cc(C(F)(F)F)c1,61,29,55,49,52,88,47,80,53
CSc1ccc(-c2ccccc(=O)c2O)cc1,27,23,5.5*,2.9*,19,16,22,24,20
Cc1cc(OS(=O)(=O)O)c2ccccc2c1OS(=O)(=O)O,100,108,112,103,96,100,102,99,106
Nc1cc(N)c2nc(NCCc3ccc(Cl)c(Cl)c3)cnc2c1,90,5.7*,90,72,-3.7*,61,64,17,-43*
CCC(=O)c1ccccc1C#N,102,105,102,107,89,99,100,104,102
Cc1ccc(N=c2nc3sc4c(C)ccc(C)c4n3c(N)c2C#N)cc1,104,108,106,105,113,.,90,.,94
O=c1ccc2cc(Cl)ccc2o1,103,116,103,108,100,103,99,97,94
CC1CN(C2CCCCC2)C(=S)NC1=O (stereo not given),96,108,121,115,110,97,106,.,107
NS(=O)(=O)c1ccc(C(=O)N=Nc2c(O)[nH]c3c([N+](=O)[O-])cccc23)cc1,101,111,100,110,101,96,94,88,102
COc1cc(-c2nnc(Nc3c(C)cccc3C)o2)ccc1O,101,98,96,101,98,94,94,110,97
O=S(Cc1ccccc1)/C(=C/n1c(=S)[nH]c2ccccc21)c1ccccc1 (stereo not given),102,100,107,100,86,98,104,91,97
O=[N+]([O-])c1ccc(/C=C/C2(CCl)OCCO2)cc1,109,107,99,117,152,101,91,-15*,61

# Shown with values under each structure: two of the compounds above.
# Values run as follows: HCT-15, COLO 205, NCI/ADR-RES, NCI-H460, NCI-H322M, NCI-H226, NCI-H23, NCI-H522, HCT-116
- CC1CN(C2CCCCC2)C(=S)NC1=O (stereo not given)
→ 96, 108, 121, 115, 110, 97, 106, ., 107
- O=[N+]([O-])c1ccc(/C=C/C2(CCl)OCCO2)cc1
→ 109, 107, 99, 117, 152, 101, 91, -15*, 61

# Additional records follow:
SMILES,HCT-15,COLO 205,NCI/ADR-RES,NCI-H460,NCI-H322M,NCI-H226,NCI-H23,NCI-H522,HCT-116
Cc1ccc(N=Nc2ccc(C)cc2NC(=O)Nc2ccccc2F)cc1,79,134,80,93,100,109,86,83,86
COC(=O)C1(CC(=O)Cc2ccccc2)NC(=S)NC(=O)C1C#N (stereo not given),109,134,114,131,111,111,109,104,116
Nc1ccc(Br)cn1,102,113,103,106,104,100,104,95,96
COc1cc(C)c(C2C(C#N)=C(N)Oc3n[nH]c(-c4cccs4)c32)cc1C(C)C (stereo not given),96,118,103,107,108,101,94,91,103
O=S1(=O)CCN(CCc2ccccc2)CC1,96,104,107,110,103,.,109,102,93
NC(=O)SCC(N)C(=O)O (stereo not given),116,108,73,98,95,106,109,95,100
COc1cccc(-c2nc3sccn3c2-c2ccnc(NCCNS(=O)(=O)c3ccc(C)cc3)n2)c1,94,104,91,97,113,94,95,81,93
C[N+]1(CC[N+]2(C)CCCCC2)CCCCC1,109,112,104,107,107,110,108,95,105
O=C(O)c1cn(C2CC2)c2cc(N3CCN(C(=O)CCO[N+](=O)[O-])CC3)c(F)cc2c1=O,105,115,102,110,101,97,101,86,106

# Only COLO 205, NCI/ADR-RES and HCT-15, for some of the entries so far:
structure,COLO 205,NCI/ADR-RES,HCT-15
NC(=O)SCC(N)C(=O)O (stereo not given),108,73,116
COc1cccc(-c2nc3sccn3c2-c2ccnc(NCCNS(=O)(=O)c3ccc(C)cc3)n2)c1,104,91,94
